TLR4-MyD88 BLA – inhibitors of human TLR4-MyD88 binding | hit rate 0.18% among 200,000 | HeLa CL3-4 TLR4/MyD88 BLA complementation, FRET ratio | inhibition, % at 8.4 µM; in the data active means inhibition above about 25%;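 further: 0% = vehicle and 100% = reference inhibitor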
Target sequence (O00206 whole entry, looked up): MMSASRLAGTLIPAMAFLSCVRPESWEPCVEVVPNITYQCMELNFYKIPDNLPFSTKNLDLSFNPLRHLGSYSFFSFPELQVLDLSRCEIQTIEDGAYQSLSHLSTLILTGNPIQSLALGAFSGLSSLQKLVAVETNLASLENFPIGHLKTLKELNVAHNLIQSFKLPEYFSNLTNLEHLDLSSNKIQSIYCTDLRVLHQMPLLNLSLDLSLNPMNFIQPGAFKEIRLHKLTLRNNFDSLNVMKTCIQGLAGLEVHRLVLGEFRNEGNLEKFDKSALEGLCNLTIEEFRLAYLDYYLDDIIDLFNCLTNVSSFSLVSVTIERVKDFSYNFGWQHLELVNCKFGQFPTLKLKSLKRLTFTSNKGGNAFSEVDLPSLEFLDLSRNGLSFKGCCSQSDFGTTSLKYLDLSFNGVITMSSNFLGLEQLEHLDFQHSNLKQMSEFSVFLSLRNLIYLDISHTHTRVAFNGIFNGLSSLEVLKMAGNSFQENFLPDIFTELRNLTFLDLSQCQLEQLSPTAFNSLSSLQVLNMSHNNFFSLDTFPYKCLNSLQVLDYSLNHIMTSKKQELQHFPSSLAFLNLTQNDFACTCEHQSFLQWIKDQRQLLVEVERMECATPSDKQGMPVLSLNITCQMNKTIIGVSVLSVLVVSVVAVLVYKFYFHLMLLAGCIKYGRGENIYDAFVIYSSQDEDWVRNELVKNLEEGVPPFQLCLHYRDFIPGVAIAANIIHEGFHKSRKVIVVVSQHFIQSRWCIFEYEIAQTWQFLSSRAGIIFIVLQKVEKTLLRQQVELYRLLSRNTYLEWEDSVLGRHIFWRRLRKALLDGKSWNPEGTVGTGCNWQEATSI
Target sequence (Q99836 whole entry, looked up): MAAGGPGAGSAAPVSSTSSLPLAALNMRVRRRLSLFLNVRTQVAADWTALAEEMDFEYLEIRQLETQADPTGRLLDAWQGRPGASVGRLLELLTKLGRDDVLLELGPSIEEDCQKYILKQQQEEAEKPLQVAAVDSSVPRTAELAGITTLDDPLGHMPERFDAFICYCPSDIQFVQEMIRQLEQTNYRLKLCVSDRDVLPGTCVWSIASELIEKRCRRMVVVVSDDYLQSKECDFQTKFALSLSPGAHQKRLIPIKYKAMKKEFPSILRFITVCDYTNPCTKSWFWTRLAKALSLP
Hsp70 activator – transcriptional activators of Hsp70; HeLa Hsp70 promoter luciferase reporter, luminescence; scaled: vehicle 0, proteasome-inhibitor control 100%; activation, % at 10 µM; hit rate 0.04% among 200,000;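 active means activation above the mean across all tested compounds plus 3 SD, cutoff set per campaign, cut at about 5.5% in these data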;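 further: 100% = MG132 at 30 µM as the positive control and 0% = DMSO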
APP transl inh – APP translation inhibition. SH-SY5Y APP 5'UTR-luciferase reporter, luminescence. hit rate 0.82% among 190,000. inhibition, % at 2 µM;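 active means inhibition above a set limit, derived from the sample mean plus 3 SD, cut at about 45% in these data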; further: values of inactives mirror those of a sister screen read the other way
STAT1 act – increases IFN-gamma driven STAT1 reporter signal | hit rate 2.6% among 200,000 | activation (% of control), % at 5.5 µM | NIH 3T3 STAT1-luciferase reporter, luminescence; 100% = IFN-gamma alone, no compound | AID 932;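 active means activation above the screen-wide mean activation plus 3 SD, cut at about 130% in these data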;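 further: raw ratio to IFN-gamma control signal so 100% means no change and 0% no light; values of inactives mirror those of a sister screen read the other way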
STAT3 blocker – inhibitors of IL-6 induced STAT3 signaling | AID 862 | hit rate 0.89% among 190,000 | inhibition, % at 5.5 µM | U3A cells, IL-6 STAT3-luciferase reporter, luminescence; host cell line lacks STAT1;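 active means inhibition above the mean inhibition across all screened compounds plus 3 SD, cut at about 44% in these data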;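 further: 0% = DMSO only wells and 100% = 100 µM nifuroxazide control wells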
Diaphorase inh – diaphorase inhibition or chemical oxidation counter-screen; diaphorase resazurin-to-resorufin fluorescence, NADH, 16 min; bacterial (C. kluyveri) enzyme, not human; inhibition, % at 20 µM; hit rate 0.69% among 190,000; AID 1217;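 active means primary screen inhibition at 20 µM above a set limit, cut at about 50% in these data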;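 further: plate controls were DMSO with full reaction for no effect and wells lacking NADH for full effect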
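Test system: diaphorase enzyme from Clostridium kluyveri; amount: diaphorase at 0.14 U/mL in enzyme working solution; detection: fluorescence of resorufin formed from resazurin, Ex 544/Em 590 nm; times: reaction incubation of 16 min at room temperature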
STAT1 inh – STAT1 signaling inhibition; NIH 3T3 STAT1-luciferase reporter, IFN-gamma, luminescence; inhibition, % at 5.5 µM; hit rate 0.35% among 200,000; AID 920;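 active means inhibition above a set limit, the mean inhibition across all tested compounds plus 3 SD, cut at about 34% in these data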;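 further: 0% = IFN-gamma with DMSO and 100% = IFN-gamma with 300 µM nifuroxazide; values of inactives mirror those of a sister screen read the other way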
STAT3 activator – activators of IL-6 induced STAT3 signaling | U3A cells, IL-6 STAT3-luciferase reporter, luminescence; 100% = signal with IL-6 EC80 alone | activation (% of control), % at 5.6 µM | hit rate 0.91% among 190,000 | AID 871;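 active means activation above the screen-wide mean of compound activation plus 3 SD, cut at about 130% in these data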;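 further: 0% = background luminescence of wells with medium and substrate only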
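Test system: STAT3-luciferase reporter U3A cells; Detection: reporter luminescence signal; Times: 1 h compound pre-exposure, 6 h IL-6 stimulation, 37 °C; Benchmarks: IL-6-only high control; Also added: IL-6 stimulus at 33 ng/mL final.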
G6PDH counter – L. mesenteroides G6PDH inhibition counter-screen | Purified L. mesenteroides G6PDH, diaphorase/resazurin coupled fluorescence, 45 min | inhibition, % at 5 µM | hit rate 0.12% among 200,000; in the data active means inhibition above about 50%
Diaphorase act – activates diaphorase or chemically reduces, flagging diaphorase assay artifacts; Diaphorase/resazurin coupled assay, resorufin fluorescence, 16 min; active compounds read high; 1 = vehicle wells, 0 = NADH-free wells; activation factor at 20 µM; hit rate 0.005% among 190,000; AID 1229;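 active means diaphorase activity raised at least twofold by the compound at 20 µM; inactive means activation factor below 2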
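Test system: Clostridium kluyveri diaphorase, purified enzyme. Buffer or medium: 50 mM HEPES pH 7.4 buffer plus MgCl2 and Tween 20. Also added: 0.114 mM NADH and 0.1 mM resazurin, final amounts. Dosing: compound 20 µM once, DMSO 1%. Schedule: 16 min enzyme reaction, ambient temperature. Detection: fluorescence of resorufin, 544 nm excitation, 590 nm emission.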
The depositor's hits bear a star; nt = not tested or not shown. Outcome played no part in choosing rows (roughly 6.1% active in at least one column).

Molecule,TLR4-MyD88 BLA,Hsp70 activator,APP transl inh,STAT1 act,STAT3 blocker,Diaphorase inh,STAT1 inh,STAT3 activator,G6PDH counter,Diaphorase act
Cc1ccccc1-c1nc2ccccc2o1,1,-0.6,2,109,6,6,-10,99,-4,0.9
CCCC(=O)N1CCN(c2ccc(NC(=O)c3ccc(Br)o3)cc2)CC1,15,0.0,-7,104,13,2,-5,92,-1,1
CCN1C(=O)C(CC(=O)NC)N(NC(=O)c2ccccc2)C1=S (configuration not stated),6,-0.2,-12,90,1,0,11,98,10,1
O=C(CSc1nc2[nH]ncc2c(=O)[nH]1)NCc1ccccc1Cl,-12,0.0,-17,105,-5,10,-5,102,1,0.9
CCOC(=O)COc1ccc(N)cc1CC(NC(C)=O)(C(=O)OCC)C(=O)OCC,-7,-0.3,-11,98,-10,19,2,111,1,0.8
Oc1ccc(O)c(-c2cnns2)c1,8,-0.4,6,88,6,16,13,98,1,0.8
CC(=O)NC(c1cccc([N+](=O)[O-])c1)c1c(OC(C)=O)ccc2ccccc12 (configuration not stated),-5,-0.3,-7,91,16,nt,10,89,nt,nt
COc1ccc(CN=C2NN=C(c3ccccc3)CS2)cc1,9,-0.1,-39,99,-6,4,1,110,5,1
Cc1ccc(N2CC(C(=O)OCC(=O)C(C)(C)C)CC2=O)cc1C (configuration not stated),-2,0.1,6,106,7,16,-6,96,2,0.8
COc1ccc(N2CCN(S(=O)(=O)/C=C/c3ccccc3)CC2)cc1,-2,-0.3,-12,102,-1,18,-2,103,-22,0.8
CCOC(=O)c1ccc(N/C(=N\S(=O)(=O)c2ccc(F)cc2F)c2ccccc2)cc1,6,-0.5,-1,98,-16,14,2,109,-10,0.9
O=C(Nc1ccccc1Cl)NC1(C(=O)N2CCCC2)CCCCC1,6,-0.2,-27,103,9,4,0,95,-7,1
COCCNc1c(-c2cc3ccc(C)c(C)c3[nH]c2=O)nc2ccccn12,-8,0.6,-121,130*,10,10,-34,93,8,0.9
COc1ccc(N2CCN(C(=O)NC3CC(=O)N(c4ccc(OC)cc4)C3)CC2)cc1 (configuration not stated),11,-0.2,-2,100,6,1,-1,101,8,1
CCOC(=O)C1=C(C)NC2=C(C(=O)CCC2)C1c1ccc(N(C)C)cc1 (configuration not stated),-11,0.1,5,91,0,13,10,103,6,0.9
COC(=O)Nc1nc(C)c(C(=O)c2ccccc2)s1,-7,-0.3,-4,100,7,-6,-1,93,-2,1.1
Cn1c(=O)c2c(nc(CN3CCc4ccccc4C3)n2CCc2ccccc2)n(C)c1=O,-2,-0.2,0,97,-5,nt,4,107,nt,nt
COc1cccc(N2C(=O)C3ON(c4ccccc4)C(c4cccs4)C3C2=O)c1 (configuration not stated),-12,0.1,-6,102,5,24,-3,103,12,0.8
Clc1ccc(OCCCNCc2ccccc2)c(Br)c1,10,-0.3,-14,101,-1,7,-1,106,5,0.9
O=C(O)c1ccc(CN2CCOCC2)o1,-10,-0.1,5,100,5,11,-2,97,9,0.9
N#Cc1ccc(N2C(=O)[C@@H]3C(C(=O)C(c4ccccc4)c4ccccc4)=NN[C@@H]3C2=O)cc1,-9,-0.2,-53,103,-4,17,-3,101,-4,0.8
COc1cccc2c1C(=O)C=C(C)C2=O,2,-0.3,13,105,-8,0,-6,107,54*,1
CC(C)COc1ccc(CN=C(N)N=C(N)N)cc1Cl,-10,-0.4,2,101,-4,-6,-1,102,-15,1.1
O=C(CCc1nnc(C2(c3ccc(Cl)cc3)CCC2)o1)NC1CC1,-13,-0.3,4,106,3,3,-8,100,8,1

A section from the list above, as a working copy:
Molecule,TLR4-MyD88 BLA,Hsp70 activator,APP transl inh,STAT1 act,STAT3 blocker,Diaphorase inh,STAT1 inh,STAT3 activator,G6PDH counter,Diaphorase act
COc1cccc2c1C(=O)C=C(C)C2=O,2,-0.3,13,105,-8,0,-6,107,54*,1
CC(C)COc1ccc(CN=C(N)N=C(N)N)cc1Cl,-10,-0.4,2,101,-4,-6,-1,102,-15,1.1
O=C(CCc1nnc(C2(c3ccc(Cl)cc3)CCC2)o1)NC1CC1,-13,-0.3,4,106,3,3,-8,100,8,1

(more compounds)
Molecule,TLR4-MyD88 BLA,Hsp70 activator,APP transl inh,STAT1 act,STAT3 blocker,Diaphorase inh,STAT1 inh,STAT3 activator,G6PDH counter,Diaphorase act
O=C(Nc1ccccc1C(F)(F)F)N1CCC(n2c(=O)[nH]c3ccccc32)CC1,8,-0.2,-8,102,8,13,-2,99,4,0.9
COCCNC(=O)c1onc(CSc2cc(C)cc(C)c2)c1C(=O)O,5,0.0,6,103,0,11,-4,102,2,0.9
O=c1[nH]c(-c2ccccn2)nc2sc(-c3ccccc3)cc12,9,0.5,27,298*,-17,30,-210,115,13,0.7
Cc1csc(N/N=C\c2cccnc2)n1,10,-0.1,-42,126,15,19,-29,97,-3,0.8
COc1cccc(C(=O)Nc2ncc3c(n2)CC(c2ccc(OC)cc2OC)CC3=O)c1 (configuration not stated),-2,-0.5,18,103,-3,13,-4,107,4,0.9
CCC1(C)COC2(OC1)C(=O)Nc1ccccc12 (configuration not stated),8,-0.4,-14,97,6,28,1,99,5,0.7
CCOC(=O)c1sc(NC(=O)c2cc3n(n2)C(C(F)(F)F)CC(c2ccccc2)N3)c(C(=O)OCC)c1C (configuration not stated),3,0.2,7,105,-18,11,-6,116,2,0.9
N#Cc1ccc(N2Cc3ccccc3C2=NC(=O)c2cccs2)cc1,-7,-0.1,-34,121,8,13,-24,98,-11,0.9
COc1ccccc1/C=N/NC(=O)CNC(=O)c1ccc(S(=O)(=O)N2CCCC2)cc1,7,-0.1,-17,95,1,-2,5,103,-4,1
CC1=NN(c2ccc([N+](=O)[O-])cc2)C(=O)/C1=C\N(C)C,8,-0.3,8,103,-10,12,-1,106,6,0.9
COCC(C)NCc1cccc(OC)c1OC (configuration not stated),-3,0.2,-15,102,0,-1,-2,101,4,1
C/C(N)=C(/C#N)C(=O)COC(=O)CNS(=O)(=O)c1ccc(F)c(F)c1F,-8,0.2,8,97,4,-4,2,104,2,1
COc1ccc(NC(=O)c2cc(S(=O)(=O)NCC3COc4ccccc4O3)ccc2F)cc1 (configuration not stated),-1,-0.3,-1,95,-6,27,5,101,-10,0.7
COc1cccc(C(=O)Nc2ccc(S(=O)(=O)Nc3nccc(C)n3)cc2)c1,-8,-0.4,-8,107,4,13,-5,95,1,0.9
Cc1csc(NC(=O)c2cc(-c3ccccc3)nc3ccccc23)n1,1,-0.5,-7,87,11,14,14,90,-31,0.9
COc1cc(SC)ccc1C(=O)NC1CCCCC1,6,-0.2,-24,103,20,7,-2,89,19,0.9
c1cc(C2OCCN2CC2COC3(CCCC3)O2)ccn1 (configuration not stated),12,-0.2,-9,99,17,10,2,92,8,0.9
O=[N+]([O-])c1cc(C(F)(F)F)cc([N+](=O)[O-])c1N1CCN(S(=O)(=O)c2ccccc2)CC1,-14,-0.8,4,108,-3,19,-8,101,-1,0.8
CC(C)[C@@H](C(=O)OCC(=O)Nc1ccc2c(c1)OCO2)N1C(=O)c2ccccc2C1=O,1,-0.1,-10,112,15,9,-13,90,-2,0.9
O=C(CN1C(=O)/C(=C\c2ccccc2F)SC1=S)Nc1nc2ccccc2s1,-12,-0.3,-7,84,28,29,16,78,6,0.7
COc1cccc(NC(=O)C(NCC(C)(C)CN(C)C)c2ccccc2)c1 (configuration not stated),-9,-0.2,-5,93,-8,7,7,112,-4,0.9
CCS(=O)(=O)c1ccc(C(=O)Nc2ccccc2OC)c(Cl)c1Cl,-19,0.0,-13,102,18,-4,-1,92,2,1
O=C(CSCC(=O)N1CCN(c2ccccc2)CC1)Nc1nc(-c2ccc(Cl)s2)cs1,-1,-0.3,20,93,21,14,8,89,-40,0.9
COc1ccc(N=C2SC(C(=O)Nc3ccc4c(c3)OCO4)CC(=O)N2C)cc1 (configuration not stated),0,0.0,5,114,11,11,-16,92,4,0.9
Cc1ccc(S(=O)(=O)NCCN2CCOCC2)c(C)c1C,-8,-0.3,20,101,8,14,-1,98,15,0.9
COc1ccc(CCC(=O)Nc2cc(Cl)ccc2OC)cc1,9,-0.1,11,91,40,8,10,71,-2,0.9
Cc1ccc(CNC(=O)CN(CCc2ccccc2)S(C)(=O)=O)cc1,-1,0.0,13,91,9,6,8,98,4,0.9
COCC(C)NC(=O)c1ccccc1OC(C)=O (configuration not stated),1,-0.3,-10,104,2,16,-3,100,5,0.8
CCn1c(SCC(=O)Nc2cccc(NC(=O)c3ccco3)c2)nnc1-c1cccs1,-1,0.1,9,98,13,-2,2,92,0,1
CC(C)C(OC(=O)c1ccco1)C(=O)NCc1ccccc1 (configuration not stated),6,-0.1,5,100,-5,8,1,109,13,0.9
CCOC(=O)Cc1csc(NC(=O)/C=C\c2ccccc2Cl)n1,1,0.2,-49,94,20,33,5,85,8,0.7
N/C(CCCN1CCCCC1)=N/O,0,-0.3,-1,97,8,4,3,96,2,1
CCc1nnc(NC(=O)c2nc3nccc(C)n3n2)s1,7,-0.3,-4,98,10,1,3,98,-3,1
CC1CCN(c2nc3c(c(=O)[nH]c(=O)n3C)n2CC(C)CSc2nnnn2-c2ccccc2)CC1 (configuration not stated),7,-0.1,12,96,-6,11,7,103,-12,0.9
O=C(Nc1ccc2c(c1)OCCO2)N1CCN(c2ccc(F)cc2)CC1,13,-0.4,-66,99,30,8,1,82,-2,0.9
Fc1cccc(Oc2nc3ccccc3n3cccc23)c1,-4,1.7,-19,104,8,12,-4,96,-20,0.9
Cc1cccc(-n2ncc3c(Nc4c(C)n(C)n(-c5ccccc5)c4=O)ncnc32)c1,3,-0.5,-2,98,-1,-5,2,104,6,1.1
CNC1=C(N(C(C)=O)c2ccc(Br)cc2)C(=O)c2ccccc2C1=O,-8,-0.3,55*,75,49*,41,28,59,52*,0.6
CCN(CCNS(=O)(=O)c1ccc2[nH]c(=O)sc2c1)c1ccccc1,-11,0.2,6,95,-7,20,5,110,-6,0.8
Cc1ccccc1C(=O)NCC(=O)Nc1ccccc1C(F)(F)F,8,0.4,4,85,5,-22,14,100,15,1.2
CC1=CC2=NC(=O)CC(C)(C(=O)N(CC(=O)NC(C)(C)C)Cc3ccccc3)N2C=C1 (configuration not stated),2,-0.1,4,106,-2,3,-9,108,1,1

Source: PubChem
